mHTT-CaM PPI inh: inhibitors of human mutant huntingtin-calmodulin interaction; AlphaScreen His-mHTT/GST-CaM binding, luminescence; inhibition, % at 15 µM; hit rate 3.6% among 190,000; AID 1671202;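 further: 0% = both proteins with DMSO and 100% = one protein alone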
Pf apPOL block: Pf-apPOL DNA polymerase inhibition | AID 1794808 | Recombinant Pf-apPOL, molecular beacon fluorescence, 1.5 h | inhibition, % at 10 µM | hit rate 0.25% among 210,000
* marks the source's active call; other numbers are inactive results; i = inactive; · = no result given; & = joins results of further samples. No stated cut-off is given here; in the data, active means inhibition above about 50%; inactive means the rest.

SMILES | mHTT-CaM PPI inh | Pf apPOL block
COc1ccc(COc2ccc3c(C)c(CC(=O)O)c(=O)oc3c2C)cc1 | 24 | -5
CCC(=O)Nc1c2c(nn1-c1ccc(C)cc1)CSC2 | 36 | -3
NC(=O)C1CSCCC(=O)N1 (stereo not drawn) | -1 | 0
CCn1cnc2c1c(=O)n(CC(C)C)c(=O)n2-c1ccc(C)cc1C | 20 | 1
Cc1cc(C)nc(NC(=NS(=O)(=O)Cc2ccccc2)Nc2cccc(Cl)c2C)n1 | -2 | -5
CC(C)c1c(C(=O)NCCN(C)C)cnn1C | -6 | -2
O=C(O)C1(C(=O)O)CCOCC1 | -1 | 1
Cc1cc(C(C)(C)C)c(O)c(C(C)(C)c2cc(C)cc(C(C)(C)C)c2O)c1 | -9 | ·
COc1ccccc1C=CC=C1Oc2cc(OC(C)=O)ccc2C1=O | 14 | 2
COc1ccc(C2C(C(=O)Nc3ccccc3F)=C(C)NC3=C2C(=O)CCC3)c(OC)c1 (stereo not drawn) | -2 | -6
Cc1noc(C2CN(C(=O)Nc3ccc(Cl)cc3F)CC23CCOCC3)n1 (stereo not drawn) | -4 | -10
COc1cc(C(C)=O)c(N2C(=O)c3c(C)nc4ccccc4c3C2=O)cc1OC | -2 | -5
COc1ccc(C(=O)N2CCCC(COc3cccc(C(=O)NC4CC4)c3)C2)c(C)c1 (stereo not drawn) | 6 | -4
COc1ccc2nc(N3CCCC(C(=O)NCCC(C)C)C3)sc2c1 (stereo not drawn) | 8 | -6
COc1ccc(NC(=O)CCSc2ccccc2)cc1Cl | -14 | 0
O=C(CCN1C(=O)c2cccnc2C1=O)Nc1cccc(F)c1 | 16 | -51
CCc1nccn1CC1CCN(C(=O)COc2cccc3c2OC(C)(C)C3)CC1 | -8 | -2
CC(C)CNC(=O)c1ccc(-c2cccs2)nc1 | -6 | -3
O=C(Cc1ccc(Cl)cc1)N1CC2CC1CC2NS(=O)(=O)c1cccs1 (stereo not drawn) | 5 | -2
COc1c2c(cc3c1C(c1c(O)c4ccccc4oc1=O)N(C)CC3)OCO2 (stereo not drawn) | · | -15
CCCN1C(=O)Cc2ccccc2C1C(=O)NCc1ccccc1OC (stereo not drawn) | -1 | 0
O=C1CC(Nc2ccc(N3CCOCC3)cc2)C(=O)N1c1cccc([N+](=O)[O-])c1 (stereo not drawn) | 14 | -1
Cc1ccc(N2C=C(C(=O)N3CCOCC3)S(=O)(=O)c3ccccc32)cc1 | -6 | 2
Cc1cccc(CNC(=O)CN2CCc3ccccc3C2C(=O)N2CCC(C)CC2)c1 (stereo not drawn) | 9 | -2
O=C(NCc1cccnc1)C1c2ccccc2C(=O)N1Cc1ccccc1Cl (stereo not drawn) | -3 | -5
More results follow.
SMILES | mHTT-CaM PPI inh | Pf apPOL block
CCOC(=O)CCC(=O)Nc1c(C(=O)Nc2ccc(F)c(F)c2)oc2ccccc12 | -2 | 2
CN1CCN(c2ncncc2N2CCC(C(=O)NC3CCCCC3)CC2)CC1 | 8 | -4
CCCCOc1ccc(N2CC(C(=O)NCc3ccco3)CC2=O)cc1 (stereo not drawn) | 6 | 0
O=C(Nc1ccc(Br)cc1)c1cc(S(=O)(=O)N2CCCC2)c(Cl)cc1Cl | -2 | -6
O=C(O)C1CCN(C(=O)Cc2ccccc2)CC1 | 4 | -2
Cc1nc(-c2ccc(C(=O)NC3CC3)cc2)no1 | 0 | -9
O=C(C1CC1)N1CCc2cc(Br)cc(S(=O)(=O)N3CCCC3)c21 | 0 | -4
CC(C)c1ccc(NC(=O)CSc2nccc(-c3ccco3)n2)cc1 | · | 0
OCCNc1nc(Cl)nc(N2CCC(Cc3ccccc3)CC2)n1 | 26 | 11
Cc1cnc(NC(=O)c2cc(Cl)sc2Cl)c(C)n1 | · | -4
O=C(CSc1nc2ccccc2n1S(=O)(=O)c1ccc(Cl)cc1)NCc1cccs1 | 40 | -6
CC(=O)Nc1ccc(S(=O)(=O)NCCN2CCNC2=O)cc1Cl | · | 4&-6
CN1CCC(N(C)Cc2ccc([N+](=O)[O-])cc2)CC1 | -7 | -6
COc1ccc(C(=O)n2nnc3ccccc32)cc1OC | 10 | -1
CCOC(=O)CC[C@@H]1CC[C@]2(CCCN(C(=O)c3cccnc3)C2)O1 | 8 | -1
Cc1ncc([N+](=O)[O-])n1Cc1cccc(I)c1 | -4 | 2
Cn1c(SCC(=O)c2ccc3c(c2)Cc2ccccc2-3)nnc1-c1ccccc1 | 2 | -6
CC(C)c1ccc(NC(=O)C2C3C=CC4(CN(CCCN5CCOCC5)C(=O)C24)O3)cc1 (stereo not drawn) | -2 | -2
Cc1cc(C)c(S(=O)(=O)Nc2ccc(Cn3cncn3)cc2)cc1C | 29 | 6
CCOC(=O)N1CCc2nn(CC(=O)Nc3c(C)cccc3Cl)c(=O)cc2C1 | 5 | -2
CCc1nc(C2CCCN2S(=O)(=O)c2ccc(Cl)s2)n[nH]1 (stereo not drawn) | -1 | 7
CCC(C)N1CCN(Cc2cc(=O)[nH]c(-c3cccnc3)n2)CC1 (stereo not drawn) | 6 | 9
COCCCNC(=O)Cc1csc(SCc2ccc(Br)cc2)n1 | -5 | -68
O=C(Cn1cnc([N+](=O)[O-])n1)N1CCCc2ccccc21 | -3 | -2
Cc1ccc(C)c(NC(=O)CCOc2ccccc2)c1 | -4 | -1

A second format for three compounds above.
COCCCNC(=O)Cc1csc(SCc2ccc(Br)cc2)n1
  mHTT-CaM PPI inh = -5 | Pf apPOL block = -68
CN1CCN(c2ncncc2N2CCC(C(=O)NC3CCCCC3)CC2)CC1
  mHTT-CaM PPI inh = 8 | Pf apPOL block = -4
Cc1ncc([N+](=O)[O-])n1Cc1cccc(I)c1
  mHTT-CaM PPI inh = -4 | Pf apPOL block = 2

The listing continues.
SMILES | mHTT-CaM PPI inh | Pf apPOL block
COc1ccc([N+](=O)[O-])cc1NC(=O)C1CC(=O)NC(=N)S1 (stereo not drawn) | 1 | 59*
COc1ccccc1NC(=O)CN1CCC2(CC1)N=C(c1cccc(Cl)c1)C(=O)N2 | 97* | 2
O=C(NCc1ccccn1)C(=O)Nc1ccc(F)cc1 | -2&-1 | -2&4
COc1ccc(C=Nc2nc3ccccc3n2CCN2CCCCC2)cc1 | 11 | -2
O=C(Nc1ccc2c(c1)OCO2)c1ccc(C#CC2(O)CCCCC2)cc1 | 35 | 3
COc1cccc(CC(=O)N2CCCC2c2ccc(Cl)cc2)c1 (stereo not drawn) | 2 | -5
Cc1ccccc1NC(=O)c1cccnc1-c1cccs1 | -4 | 0
O=c1nc(/C=C/c2ccc(Br)cc2)cc(/C=C/c2ccc(Br)cc2)[nH]1 | 9 | ·
CCOc1cc(CN2CCSCC2)ccc1OC | -4 | 4
CC(=O)NCCc1ccc(S(=O)(=O)NCCc2ccc(Cl)cc2)cc1 | -3 | -11
NCc1cccnc1Oc1ccccc1 | 16 | -2
COc1ccc(/C(N)=N/OC(=O)Oc2ccccc2)cc1OC | i | -9
Cc1ccc2c(c1)NN=C(C(=O)N1CCC(C)CC1)S2(=O)=O | -3 | -3
COC(=O)c1cscc1NC(=O)c1nccnc1C(=O)O | · | -2&-3
Nc1cc(NCCCC(=O)O)ccc1[N+](=O)[O-] | 0 | -2
Fc1ccc(CSc2nc3ncc(Br)cc3[nH]2)cc1 | 1 | 2
CCc1onc(C)c1C1CCCN1C(=O)NCc1cccc(OC)c1 (stereo not drawn) | -2 | -52
CC(=O)c1cccc(NC(=O)Cn2c(C)nc3c(c2=O)CCN(Cc2ccccc2)C3)c1 | 6 | 2
COCCN1C(=O)CCc2cc(NS(=O)(=O)c3c(C)cccc3Cl)ccc21 | -10 | -5
Cc1nn(-c2ccccc2)c(C)c1C=Nc1c(C)n(C)n(-c2ccccc2)c1=O | 9 | -12
CC(=O)Nc1ccc(C)cc1S(=O)(=O)N1CCN(C)c2ccccc21 | 36 | 0
O=C(Nc1nnc(-c2ccc3c(c2)CCCC3)o1)c1ccno1 | -9 | -1
Cc1[nH]c(=O)[nH]c(=O)c1CCC(=O)Nc1cccc(-c2nc3ccccc3o2)c1 | 22 | -20
N#CC(=C1Nc2ccccc2N1)c1sc2ccccc2c1Cl | 10 | 6
Cc1ccc(C(=O)Nc2ccc(S(=O)(=O)Nc3nccs3)cc2)cc1Br | 12 | -2

2 compounds drawn at random from those above:
SMILES | mHTT-CaM PPI inh | Pf apPOL block
COc1ccccc1NC(=O)CN1CCC2(CC1)N=C(c1cccc(Cl)c1)C(=O)N2 | 97* | 2
COC(=O)c1cscc1NC(=O)c1nccnc1C(=O)O | · | -2&-3

More structures.
SMILES | mHTT-CaM PPI inh | Pf apPOL block
CC1(C)CCC(=O)N(c2ccc(OC(F)(F)F)cc2)C1=O | · | 0
Cc1ccc(C2N3CC4(C(C)C)CN2CC(C(C)C)(C3)C4=O)cc1 (stereo not drawn) | -6 | -4
O=C(NCc1ccccc1)c1nnc(N2CCCCC2)c2ccccc12 | 1 | -6
O=C(CSc1cc(-n2cccn2)ncn1)Nc1ccccc1Br | -6 | -6
CCOC(=O)CSCc1noc(COc2ccc(Cl)cc2Cl)n1 | · | 2
O=C(CN1CCCC(COCc2ccccc2)C1)NCc1ccc2c(c1)OCO2 (stereo not drawn) | -6 | -9
CCCCNC(=O)Oc1ccc(C2=NCCS2)cc1 | · | -17
COc1ccc(NC(=O)CN(c2ccc(C)cc2)S(=O)(=O)c2ccc(F)cc2)cc1OC | 5 | 90*
O=C(NCCc1ccccc1)C1CCc2sc(C(=O)N3CCCC3)cc2C1 (stereo not drawn) | -1 | -2
O=C1C2CC(Br)C(Br)CC2C(=O)N1c1cccc(C(F)(F)F)c1 (stereo not drawn) | -5 | -2
Cc1ccc(S(=O)(=O)NC(=NCC(=O)O)c2ccc(F)cc2)cc1 | -5 | -7
CCCN1C(=O)Cc2cc(C(=O)N3CCN(c4ccc(C)cc4)CC3)ccc21 | 38 | -5
CC(=O)SCC[N+](C)(C)C | · | -6
COc1ccc(C)cc1NC(=O)N1CCCC1c1cc(C)no1 (stereo not drawn) | -3 | 1
CC1=CC(=O)N(c2ccccn2)C1c1ccc(Cl)cc1 (stereo not drawn) | 1 | -2
COc1ccc(OC)c(/C=C2/N=C(c3ccco3)OC2=O)c1 | 2 | -2
O=Cc1ccc(N2CCCC2)o1 | 0 | ·
CC(C)Cn1c(=O)c(-c2ccc(C(=O)N3CCCCC3)cc2)nc2ccccc21 | 43 | -1
CCCCOc1ccc(-c2nc3ncccn3c2NC2CCCC2)cc1 | 10 | -5
COc1ccc(-c2ccc(=O)n(CCCNS(=O)(=O)C=Cc3ccccc3)n2)cc1 | 15 | -11
CC(=O)Nc1cccc(NC(=O)CSc2ccc3nc(-c4ccccc4)cn3n2)c1 | 8 | 8
O=C(COc1cccc([N+](=O)[O-])c1)Nc1ccc(-c2nc3ccccc3c(=O)o2)cc1 | -2 | 1
CC(C)NC(=O)c1ccccc1OCC1CCN(C(=O)C2CC2)CC1 | 6 | 7
COc1ccc(-c2nc(N)sc2-c2ccc(N)cc2)cc1 | 21 | -4
Cc1cc(C=O)c(C)n1-c1cccnc1 | 12 | -4

A different layout for 4 compounds above.
structure	mHTT-CaM PPI inh	Pf apPOL block
CC(C)Cn1c(=O)c(-c2ccc(C(=O)N3CCCCC3)cc2)nc2ccccc21	43	-1
CC(=O)SCC[N+](C)(C)C	·	-6
Cc1ccc(S(=O)(=O)NC(=NCC(=O)O)c2ccc(F)cc2)cc1	-5	-7
CC(C)NC(=O)c1ccccc1OCC1CCN(C(=O)C2CC2)CC1	6	7

Later entries.
SMILES | mHTT-CaM PPI inh | Pf apPOL block
COc1cc(C2Nc3ccccc3C(=O)N2c2ccc(C)cc2)cc(OC)c1OC (stereo not drawn) | 15 | 1
CN(C)Cc1c(O)ccc2c1OC(=Cc1ccc(Cl)cc1)C2=O | 0 | -34
COc1ccccc1Oc1c(C)oc2cc(OC(=O)c3ccc4c(c3)OCO4)ccc2c1=O | 3 | 1
COc1ccc(NC(=O)c2ccc(-c3ccc(Cl)cc3)o2)c(OC)c1 | 9 | -7
CCOC(=O)c1c(-c2ccc(OC)cc2)oc2cc(Br)c(O)cc12 | 13 | -6
CC1(C(=O)O)COCOC1 | -3 | ·
Cc1ccc(S(=O)(=O)N(CC(=O)NCC2CCCO2)Cc2c(F)cccc2Cl)cc1 (stereo not drawn) | -1 | 0
c1ccc(-c2cc3ncnc(N4CCSCC4)c3s2)cc1 | · | -7
O=C(C1CC1)N1CCN=C1SCc1cccc(C(F)(F)F)c1 | -6 | -4
CC(C)C(=O)NCCc1csc(C2CCCN(C(=O)c3ccccn3)C2)n1 (stereo not drawn) | 4 | -1
CCOC(Cn1c(SCC(=O)NCCc2ccccc2)nc2ccccc2c1=O)OCC | 3 | -3
CCOC1(C)OC2CCC(CC)OC2O1 (stereo not drawn) | -6 | ·
Cc1cc(C)c(C#N)c(Oc2cccc(NC(=O)c3ccccc3Cl)c2)n1 | -3 | -4
CCCN1CCN(C(=O)c2cccc(-c3ccc(N4CCN(C)CC4)nc3)c2)CC1 | 11 | -2

Some values from the list:
c1ccc(-c2cc3ncnc(N4CCSCC4)c3s2)cc1 in Pf apPOL block → -7
COc1ccc(NC(=O)c2ccc(-c3ccc(Cl)cc3)o2)c(OC)c1 in mHTT-CaM PPI inh → 9
COc1ccccc1Oc1c(C)oc2cc(OC(=O)c3ccc4c(c3)OCO4)ccc2c1=O in mHTT-CaM PPI inh → 3
COc1cc(C2Nc3ccccc3C(=O)N2c2ccc(C)cc2)cc(OC)c1OC (stereo not drawn) in mHTT-CaM PPI inh → 15

Source: PubChem BioAssay
